Screening data as filed in PubChem BioAssay.
MITF inh – human MITF inhibition, primary screen; inhibition, % at 2.6 µM; O75030; hit rate 0.91% among 650,000; AlphaScreen MITF homodimerization, bead proximity signal; AID 1259374; in the data active means inhibition above about 50%;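 further: 0% = vehicle wells with protein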
Target sequence (O75030 whole entry, looked up): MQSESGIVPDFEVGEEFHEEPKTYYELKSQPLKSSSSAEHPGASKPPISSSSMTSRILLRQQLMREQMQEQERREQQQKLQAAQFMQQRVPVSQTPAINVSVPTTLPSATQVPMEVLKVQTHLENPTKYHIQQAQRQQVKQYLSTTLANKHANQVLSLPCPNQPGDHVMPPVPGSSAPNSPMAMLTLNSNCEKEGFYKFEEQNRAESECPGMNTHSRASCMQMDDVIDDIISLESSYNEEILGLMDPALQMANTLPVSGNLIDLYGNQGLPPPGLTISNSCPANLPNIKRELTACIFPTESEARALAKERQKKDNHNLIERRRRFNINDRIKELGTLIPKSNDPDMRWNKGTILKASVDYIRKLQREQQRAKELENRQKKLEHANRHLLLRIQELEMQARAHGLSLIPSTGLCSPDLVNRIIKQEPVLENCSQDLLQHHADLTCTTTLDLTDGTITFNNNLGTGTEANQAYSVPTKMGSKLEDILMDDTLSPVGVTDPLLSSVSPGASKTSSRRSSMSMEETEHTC
TEAD-YAP inh – TEAD-YAP interaction inhibition | HEK-TIYL cells, TEAD-Gal4/YAP UAS-luciferase luminescence | inhibition, % at 9.12 µM | hit rate 1.4% among 640,000; in the data active means inhibition above about 32%;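 further: 0% = median of test compound wells and 100% = reference inhibitor wells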
GPR151 activ – activators of human GPR151; Q8TDV0; PathHunter beta-arrestin GPR151 cells, luminescence; activation, % at 11.2 µM; hit rate 1% among 650,000; AID 1508602; in the data active means activation above about 4.9%;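 further: 0% = median of compound wells and 100% = cells with positive control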
Target sequence (Q8TDV0 whole entry, looked up): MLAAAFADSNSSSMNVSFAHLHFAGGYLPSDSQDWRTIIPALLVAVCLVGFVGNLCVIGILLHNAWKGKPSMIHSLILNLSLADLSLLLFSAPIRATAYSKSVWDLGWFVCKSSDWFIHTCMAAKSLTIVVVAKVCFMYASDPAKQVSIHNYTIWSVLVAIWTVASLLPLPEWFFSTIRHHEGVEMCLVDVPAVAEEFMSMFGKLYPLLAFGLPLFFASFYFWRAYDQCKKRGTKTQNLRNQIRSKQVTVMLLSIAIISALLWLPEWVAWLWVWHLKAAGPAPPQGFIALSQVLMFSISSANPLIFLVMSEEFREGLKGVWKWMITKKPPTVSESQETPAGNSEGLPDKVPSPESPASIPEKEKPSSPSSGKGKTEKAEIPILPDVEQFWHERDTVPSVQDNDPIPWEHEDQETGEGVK
FBW7 activator – activators of human E3 ligase FBW7; AlphaScreen FBW7–phospho-cyclin E peptide binding, activator screen; AID 1259310; normalized activity (activation), % at 26.1 µM; hit rate 0.13% among 650,000; in the data active means normalized activity above about 1.9%;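 further: purified mutant Fbw7 with reduced substrate affinity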
* = called active by the depositor. Rows are unselected; any-hit rate near 3.4%.

SMILES | MITF inh | TEAD-YAP inh | GPR151 activ | FBW7 activator
COC(=O)c1c(NC(=O)c2cc3ccccc3o2)sc2c1CCC(C)C2 (centres undefined) | 12.2 | 1.4 | -1.8 | 0.2
COc1ccc(C2CC(c3ccc4c(c3)OCO4)=NC(c3cccc(F)c3)N2)c(O)c1 (centres undefined) | -3.0 | -43.0 | -0.7 | -0.1
CC(=O)C(Cc1ccccc1)NC(=O)CN1C(=O)c2ccccc2C1=O (centres undefined) | 2.5 | 6.0 | -0.3 | 0.1
Fc1ccc(N2CCN(CCN3CCCCC3)CC2)cc1 | -4.2 | 10.9 | -0.5 | 0.2
CC(C)Cc1ccc(-c2csc(Nc3cccc4ccccc34)n2)cc1 | -8.0 | -6.3 | 0.6 | 0.1
O=C(Nc1ccc(-c2cscn2)cc1)C1CCCN(Cc2ccc3nonc3c2)C1 (centres undefined) | 13.3 | -1.1 | -1.1 | 0.2
CCCOc1ccc(N2C(=O)CC(Nc3ccc(Cl)cc3)C2=O)cc1 (centres undefined) | 7.2 | 18.9 | 2.0 | -0.1
COc1ccc(NC(=O)CCc2nnc3ccc(N4CCN(C)CC4)nn23)cc1OC | -2.8 | 0.2 | -0.7 | 0.1
Clc1ccc(C2CC(c3ccc(I)cc3)Nc3nnnn32)cc1 (centres undefined) | -9.7 | -5.5 | 2.5 | 0.0
Cc1cc(-c2ccco2)n(CC(=O)NCc2cccnc2)n1 | 5.3 | 7.0 | 1.2 | -0.1
O=C(CSc1nc2ccccc2c(=O)n1CC1CCC(C(=O)N2CCN(c3ccccc3)CC2)CC1)c1ccc(Cl)cc1 (centres undefined) | 10.5 | -5.3 | 0.1 | 0.4
CCOC(=O)c1ccc(NC(=O)CCC(=O)OC)cc1 | -10.2 | 1.2 | 0.7 | -0.1
Cc1cccc(C)c1NC(=O)COc1cc(=O)n2cccc(C)c2n1 | 2.5 | -5.6 | -1.1 | -0.5
CCOC(=O)C1=C(c2ccccc2)N=c2s/c(=C\c3ccco3)c(=O)n2C1c1cc(C(C)C)c(OC)cc1C (centres undefined) | 14.6 | -18.0 | 0.3 | 0.1
COc1ccnc(Cn2nc3c4c(C)c(C)sc4nc(C)n3c2=O)c1OC | 14.3 | -0.1 | 0.1 | 0.2
Cc1nc2ccc(CCC(=O)O)cc2[nH]1 | -5.6 | 1.6 | -1.2 | 0.0
Cn1nccc1Nc1nc2ncnc(NCCOc3ccccc3)c2[nH]1 | 8.2 | -5.7 | -1.0 | 0.0
Cc1ccccc1Cn1c(CN2CCC(C)CC2)nc2c1c(=O)n(C)c(=O)n2C | 17.0 | -2.6 | -0.5 | 0.6
C=CCNC(=O)NC(=O)COC(=O)[C@@H](NS(=O)(=O)c1ccc(C)cc1)C(C)C | 4.1 | -3.9 | -1.3 | -0.1
O=C(CN1C(=O)NC2(CCCCC2)C1=O)Nc1ccc2c(c1)OC(F)(F)O2 | 0.2 | 17.8 | 0.2 | 0.2
Cc1nc(NC(=O)c2nc(S(C)(=O)=O)ncc2Cl)sc1C(=O)OCC(C)C | 0.5 | -25.3 | -0.5 | -0.2
CC1CCCCC1NC(=O)CCN1C(=O)C2C3C=CC(C3)C2C1=O (centres undefined) | 10.1 | -7.3 | 3.5 | -0.1
O=c1cc(CO)oc(C(Nc2ccccn2)c2ccc(F)cc2)c1O (centres undefined) | 2.2 | 6.8 | 0.8 | -0.2
CCn1c(C(=O)O)c(CNCc2cccc(Cl)c2)c2ccc(OC)cc21 | 11.7 | 0.1 | -1.9 | 0.6
COC(=O)c1cc(S(=O)(=O)Nc2ccc(C)c(Cl)c2)cn1C | 4.3 | 7.1 | -0.4 | 0.0
CC(=O)N1CCN(C(c2ccc(F)cc2)c2sc3nc(-c4ccco4)nn3c2O)CC1 (centres undefined) | 16.5 | -2.1 | -1.0 | 0.0
CCCNc1cc(N2CCCC(C(=O)N(CC)CC)C2)ncn1 (centres undefined) | 16.3 | -14.2 | 2.2 | 0.2
Cc1ccc(Cl)cc1NC(=O)c1snnc1C | -10.7 | -6.7 | -1.2 | 0.1
CCOC(=O)C(=CNc1n[nH]c(C)c1-c1ccccc1)C(=O)OCC | -4.9 | -6.0 | -1.1 | -0.2
CCC(C)c1ccccc1OCCON1C(=O)CCC1=O (centres undefined) | -21.1 | 7.6 | 7.1* | -0.1
CCN(CC)C(=O)C1CCCN(c2nc3c(NCCN(C(C)C)C(C)C)ncnc3n2C(C)C)C1 (centres undefined) | -11.1 | -5.6 | 0.9 | 0.1
COc1ccc(-c2cc(N)n(S(=O)(=O)c3ccc(F)c(Cl)c3)n2)c(OC)c1 | 0.0 | 0.9 | -0.6 | 0.1
CC[C@H](C)[C@@H]1NC(=O)[C@H]2CN(C(=O)NCc3ccccc3)CCN2C1=O | 74.3* | 9.1 | -0.7 | -0.1
Cc1ccc2cc(CN(CCCO)C(=O)c3ccc(F)cc3)c(=O)[nH]c2c1 | -10.1 | 9.3 | 0.5 | 0.0
Cc1cc(CN2CCN(Cc3ccc(F)cc3)C(CCO)C2)cc(C)c1O (centres undefined) | 7.5 | -6.7 | -0.3 | 0.1
O=C(c1ccccc1)N(O)CC(O)COc1ccccc1 (centres undefined) | 20.1 | 4.3 | -0.4 | 0.0
Cn1c(N)c(C(=O)COC(=O)C2COc3ccccc3O2)c(=O)n(C)c1=O (centres undefined) | 14.0 | -3.2 | -1.1 | -0.1
CCCCC(CC)c1nnc(NC(=O)c2cccs2)s1 (centres undefined) | 4.5 | 1.1 | 3.1 | 0.1
CC(C)(C)NS(=O)(=O)c1cc(C(=O)Nc2ccc(Cl)c(Cl)c2)ccc1F | -0.8 | 21.7 | -6.7 | -0.1
O=C1CCC(CCNCc2ccccn2)N1CCc1ccccc1Cl (centres undefined) | 12.5 | -3.0 | 0.1 | -0.5
CCOC(=O)CC1(NCc2c(C(=O)N3CCCC3)nc3ccccn23)CCCCC1 | 3.1 | 7.7 | -1.1 | -0.1
CCOc1ccc(N2C(=O)C3C4c5ccccc5C(C(C)O)(c5ccccc54)C3C2=O)cc1 (centres undefined) | 15.8 | 2.5 | 5.0* | 0.9
CCN(CC)c1nc(NCCN2CCOCC2)nc(NCCN2CCOCC2)n1 | 14.2 | 4.8 | -1.5 | 0.7
CCOC(=O)c1ccc(N2C(=O)C3ON(c4ccccc4)C(c4ccc(F)cc4)C3C2=O)cc1 (centres undefined) | 3.0 | -0.4 | 0.6 | 0.1
CCN(Cc1ccncc1)Cc1ccc2c(c1)CN(C(=O)CCNC(C)=O)CCO2 | -20.2 | -0.9 | 2.8 | 0.0
O=C(O)C1C2C=CC(O2)C1C(=O)Nc1ccc(F)cc1 (centres undefined) | 8.1 | 2.5 | -0.1 | 0.1
COCCN(C(=O)Nc1cccc(F)c1)C1CCN(Cc2ccc(C(=O)OC)cc2)CC1 | 7.3 | -2.1 | 0.6 | 0.1
CCN(CC)C(=O)C1CCCN(c2nc(C(=O)NCCCN3CCCC3=O)cs2)C1 (centres undefined) | -8.4 | 3.7 | 0.7 | -0.1
C=C(Cl)COc1cc(CN(C(=O)c2cc(=O)[nH]c(=O)[nH]2)C2CC2)ccc1OC | 11.8 | -9.7 | -0.2 | 0.1
FC(F)(F)c1cccc(N2CCN(c3nc4ccccc4n4nnnc34)CC2)c1 | 14.9 | -5.4 | -0.7 | 0.1

Shown field by field: part of the list above.
> O=C(O)C1C2C=CC(O2)C1C(=O)Nc1ccc(F)cc1 (centres undefined)
  MITF inh: 8.1
  TEAD-YAP inh: 2.5
  GPR151 activ: -0.1
  FBW7 activator: 0.1

> CCOC(=O)CC1(NCc2c(C(=O)N3CCCC3)nc3ccccn23)CCCCC1
  MITF inh: 3.1
  TEAD-YAP inh: 7.7
  GPR151 activ: -1.1
  FBW7 activator: -0.1

> CCN(CC)c1nc(NCCN2CCOCC2)nc(NCCN2CCOCC2)n1
  MITF inh: 14.2
  TEAD-YAP inh: 4.8
  GPR151 activ: -1.5
  FBW7 activator: 0.7

> FC(F)(F)c1cccc(N2CCN(c3nc4ccccc4n4nnnc34)CC2)c1
  MITF inh: 14.9
  TEAD-YAP inh: -5.4
  GPR151 activ: -0.7
  FBW7 activator: 0.1

Remaining list, next part
SMILES | MITF inh | TEAD-YAP inh | GPR151 activ | FBW7 activator
O=C(CN1C(=O)CCSc2ccccc21)NCc1cccnc1 | -4.2 | -26.7 | 2.0 | 0.3
CCc1cc(=O)[nH]c(NC2CCN(C(=O)C(C)(C)c3ccc(Cl)cc3)CC2)n1 | -3.3 | 4.4 | -0.1 | 0.0
OCCCNc1cc(-c2ccccc2F)nc(-c2ccccn2)n1 | 1.1 | 12.8 | 2.3 | -0.7
Cc1ccc(OC(=O)c2ccccc2Cl)c(-n2nc3ccccc3n2)c1 | -0.3 | -20.1 | -1.2 | 7.6*
Fc1ccc(CN2CCOc3ccc(-c4ccncc4)cc32)cc1 | 9.8 | 43.5* | 0.0 | 0.1
O=C(c1ccc([N+](=O)[O-])s1)N1CCc2ccccc2C1 | -14.4 | 4.9 | 1.9 | -0.2
CCCCCCNc1nc2c(c(=O)[nH]c(=O)n2C)n1Cc1cccc(C)c1 | 5.6 | 7.8 | -0.5 | 0.2
CCOC(=O)c1cccc(N2CC(O)=C(c3nc4ccccc4s3)C2=N)c1 | 7.6 | 5.3 | -0.4 | 0.2
O=C(Nc1ccc(-c2noc(-c3ccc(F)cc3)n2)cc1)c1ccc(Br)o1 | 8.6 | -29.5 | -1.1 | 0.1
COc1ccc(OC)c(C2CC(=O)NC3=C2C(=O)CCC3)c1 (centres undefined) | 18.8 | -2.6 | -1.5 | -0.2
CC(C)c1ccc(NC(=O)C(c2cc3c(cc2[N+](=O)[O-])OCO3)N2CCC(O)CC2)cc1 (centres undefined) | 9.4 | -6.1 | -0.8 | 0.2
COc1ccc(C(=O)N(CC(C)C)c2nnc(-c3cccnc3)s2)cc1OC | 11.4 | -52.5 | 0.3 | -0.1
O=C(CNC(=O)C1COc2ccccc2O1)N=Nc1c(O)[nH]c2ccccc12 (centres undefined) | 3.1 | 0.1 | -1.8 | 0.1
Nc1nnc(SCC(=O)OCC(=O)N2CCc3ccccc32)s1 | 1.9 | 5.3 | -0.4 | 0.0
CCc1sc(C(=O)N2CCN(c3ncccn3)CC2)cc1Br | 8.4 | -1.7 | 1.1 | 0.0
O=C(O)C1CCCCC1C(=O)Nc1ccc(S(=O)(=O)Nc2nccs2)cc1 (centres undefined) | -7.9 | -2.3 | 0.4 | -0.1
O=C(NCCN1CCOCC1)C1CCN(c2ccc(Cl)nn2)CC1 | 8.1 | 8.8 | 0.6 | 0.3
O=C(COc1ccccc1Cl)N/N=C/c1ccc(F)cc1 | -7.5 | -8.3 | -0.6 | 0.0
CC1CC(C)CN(c2nc(N3CCN(C)CC3)nc(N)c2[N+](=O)[O-])C1 (centres undefined) | -7.9 | -0.4 | 3.4 | -0.1
COc1ccc2cc(-c3[nH]ncc3CN(C)CC3CCCCO3)ccc2c1 (centres undefined) | -0.7 | -14.6 | 0.6 | 0.0
COc1ccc(N(C(=O)c2csnn2)C(C(=O)NC(C)(C)C)c2ccc(F)cc2)cc1 (centres undefined) | 13.3 | -2.2 | 1.9 | 0.0
CCOc1ccc(C(=O)NCC#N)cc1 | 0.5 | 10.8 | 0.2 | 0.0
Cc1ccc(NC(=O)CSC2=NN3CCCC(=O)N=C3S2)cc1 | 3.3 | -4.9 | 1.2 | 0.4
O=C1N(Cc2c(F)cc(F)cc2F)CCN1c1ccc(C(F)(F)F)cn1 | 5.3 | 2.0 | -1.6 | 0.5
COC(=O)CSc1nc(-c2ccccc2)cc(-c2cccc(F)c2)c1C#N | -3.6 | 1.2 | 1.5 | 0.2
Oc1ccc2cc(Br)ccc2c1Br | 24.1 | -5.6 | -0.1 | 2.1*
Cc1cc(/C=C2\SC(=S)NC2=O)c(C)n1-c1ccc([N+](=O)[O-])cc1 | 5.1 | -1.3 | 4.1 | -0.1
COc1cccc(-c2cc(C(=O)Nc3ccc(C#N)cc3)no2)c1 | -1.6 | 3.8 | -0.3 | 0.0
CCCCCn1c(=S)[nH]c2cc(C(=O)NCc3cccnc3)ccc2c1=O | -8.3 | 3.9 | -0.2 | 0.0
CCOC(=O)C1=C(C)N=c2s/c(=C\c3ccc(C)o3)c(=O)n2C1c1ccc(OC)cc1 (centres undefined) | 5.5 | -2.3 | -0.4 | 0.3
COC(=O)COc1ccc2c(-c3ccccc3)cc(=O)oc2c1 | 4.0 | 6.9 | -1.2 | 0.2
COc1ccc(C2N(c3ccccc3)CCN2c2ccccc2)cc1[N+](=O)[O-] | -5.4 | 7.2 | -1.5 | 0.1
COc1ccc(/C=C2/C(=O)N(C)C(=S)N2C)cc1Br | 7.0 | 9.8 | -0.4 | 0.0
CC(C)CN1C(=O)N(c2cccc(Cl)c2)C(n2oc(=O)n(-c3cccc(Cl)c3)c2=O)C1(C)C (centres undefined) | 6.1 | -2.8 | -1.4 | 0.1
CN1C2C=C(N(CCc3ccccc3)C(=O)c3ccc(F)cc3)CC1CC2 (centres undefined) | 8.6 | -4.2 | 0.2 | 0.2
CCOC(=O)/C=C/C(=O)OCC(=O)Nc1ccc(S(=O)(=O)N2CCOCC2)cc1 | 14.7 | -1.4 | -1.2 | 0.5
c1cc(Nc2nc3ncnc(NC4CC4)c3[nH]2)ncn1 | 9.1 | -1.2 | -1.5 | -0.2
Nc1c(C(=O)Nc2ccc(S(N)(=O)=O)cc2)sc2nc3c(cc12)CCC3 | 0.0 | -18.4 | -1.2 | 0.0
